BCR signal inh – inhibitors of chronic active B-cell receptor signaling. actives 0.05% (n = 340,000). Potency, µM (titrated, usually from 46.1 µM), inactives show at the top dose ratio change, negative = lower green/red ratio, actives largely listed as inhibitors. ABC-DLBCL IkBa-CBG/CBR reporter, luminescence ratio, 4 h; active = well fitted inhibition curve with a large enough effect in the signal ratio, with a control signal flat, not every such curve was filed as active; inconclusive = small, poorly fitted or top-dose-only effect, or effect the other way, or a change in a side signal; the % refers to the signal ratio;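 also: potency is read from the fitted curve at half-maximal effect; plate controls were basal doxycycline-induced cells for no effect and cells given 10 µM MG132 for full effect; MG132 reads +100%, hits lower the ratio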
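TMD8 ABC-DLBCL cells carrying doxycycline-inducible green luciferase fused to IkappaBalpha plus unfused red luciferase were exposed to compounds (up to 46 uM) for 4 hrs at 37C. Activity came from the overlap-corrected green/red luminescence ratio.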
Giardia killer – kills Giardia lamblia; AID 540267; Giardia lamblia trophozoite viability; actives 0.15% (n = 340,000); activity change, % at 7.66 µM, hits read low; in the data active = activity change below about -80%; inconclusive = between about -30% and that limit;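 also: parasites exposed to compound for two days anaerobically before the ATP read; % is scaled to controls: 0 for no effect and ±100 for the full control effect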
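Giardia trophozoites, 100 cells per well, were exposed to compounds for 48 hrs at 37 deg C under anaerobic conditions; viability was then read as ATP content by bioluminescence after 15-30 min at room temperature.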
Tb PFK inh – inhibitors of T. brucei phosphofructokinase. actives 0.17% (n = 330,000). O15648. AID 485367. T. brucei PFK, ADP-Glo luminescence. Potency, µM (doses to about 57.5 µM), for the others: top-dose activity, negative = inhibition, actives largely listed as inhibitors;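 also: potency is read from the fitted curve at half-maximal effect; 0% = uninhibited 1x PFK enzyme wells and -100% = no-enzyme wells; nearly all actives have a fitted effect of over 60% in size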
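Activity is normalized to no-enzyme wells (full inhibition) and 1.25 nM enzyme wells (no inhibition). Reaction: 0.5 mM F6P, 0.1 mM ATP, 45 min RT, ADP-Glo luminescence; concentration-response curves fitted and classed by quality.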
MLL CXXC-DNA inh – inhibitors of human MLL CXXC domain-DNA interaction | MLL-CXXC / FITC-HOXA9 DNA fluorescence polarization | Potency, µM (highest dose often 115 µM), for inactives: top-dose activity change, negative = inhibition, hits mostly inhibitors | Q03164 | actives 0.037% (n = 290,000); active = well fitted inhibition curve with a large enough effect in the polarisation, with a control signal flat, not every such curve was filed as active; inconclusive = small, poorly fitted or top-dose-only effect, or effect the other way, or a change in a side signal; inactive = no such curve, though single readings can be large or run the other way; the % refers to the polarisation; also: potency is read from the fitted curve at half-maximal effect
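Purified MLL-CXXC (added from a 7 uM solution) was preincubated 5 min at ambient with pinned compounds in 50 mM Tris-HCl pH 7.5, 50 mM NaCl, 1 mM DTT, 0.05% BSA. Fluorescein-labeled HOX-A9 DNA (50 nM solution) followed, 30 min, then polarization read.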
TSHR antagonist – antagonists of human thyroid stimulating hormone receptor; actives 0.2% (n = 330,000); TSHR-expressing cells, TSH-stimulated cAMP HTRF, 2 h; stronger effect = lower value; activity change, negative = inhibition, % at 11.5 µM; P16473; AID 504810;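 active = activity change below a set negative limit, meaning inhibition stronger than a set level, cut at about -70% in these data; inconclusive = activity change between two set negative limits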; also: % is scaled to controls: 0 for no effect and ±100 for the full control effect
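Antagonism was scored as loss of TSH-driven cAMP in TSHR cells, stimulated with 4nM TSH (EC80) for 2 hours at 37 deg C and detected by homogeneous HTRF competition immunoassay.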
Coupling enz – coupling enzyme interference in Giardia aldolase counter-screen; coupling enzyme system counterscreen, AmpLite Red fluorescence; activity change, negative = inhibition, % at 58.2 µM, hits read low; actives 0.67% (n = 290,000); AID 2472; in the data active = activity change below about -30%; also: % is scaled to controls: 0 for no effect and ±100 for the full control effect
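Compounds tested against the coupling enzymes alone at 57.5 uM final; readout was AmpLite Red fluorescence (525/598 nm) after 20 min at RT.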
GALK inhibitor – blocks human galactokinase activity | Purified GALK, Kinase-Glo residual ATP luminescence | actives 0.007% (n = 270,000) | Potency, µM (titrated, usually from 57.5 µM), for inactives: at the top dose activity change, negative = inhibition, most hits filed as inhibitors | P51570; also: potency is read from the fitted curve at half-maximal effect; % is scaled to controls: 0 for no effect and ±100 for the full control effect
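Compounds were pin-transferred into ATP buffer (35 uM final), then GALK plus galactose (5 nM, 100 uM final) was added. After 1 h at room temperature, Kinase-Glo Plus was added and luminescence read after 10 min.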
TCR activator – activators of T cell receptors; primary human leukocytes, anti-CD3, IL-2 HTRF, 48 h; Potency, µM (top dose mostly 9.22 µM), for the others: at the top dose activation of IL-2 secretion, hits mostly activators; AID 504894; 330,000 tested, under 10 active; also: % of control where 0% means no effect
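IL-2 produced over 48 hr by a-CD3 bead-stimulated primary human leukocytes exposed to compounds was detected with a homogeneous time-resolved FRET immunoassay, 665nm acceptor signal after 320nm excitation.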
KCNH2 WT inh – KCNH2 (human, wildtype) channel inhibition | Q12809 | U2OS, BacMam KCNH2, thallium flux FluxOr; stronger effect = lower value | activity change, % at 1.84 µM | actives 0.37% (n = 340,000) | AID 720551;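 active = maximum activity change below -70%; inconclusive = maximum activity change between -70% and -50%; inactive = maximum activity change above -50%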; also: % is scaled to controls: 0 for no effect and ±100 for the full control effect
Target sequence (Q12809 whole entry, looked up): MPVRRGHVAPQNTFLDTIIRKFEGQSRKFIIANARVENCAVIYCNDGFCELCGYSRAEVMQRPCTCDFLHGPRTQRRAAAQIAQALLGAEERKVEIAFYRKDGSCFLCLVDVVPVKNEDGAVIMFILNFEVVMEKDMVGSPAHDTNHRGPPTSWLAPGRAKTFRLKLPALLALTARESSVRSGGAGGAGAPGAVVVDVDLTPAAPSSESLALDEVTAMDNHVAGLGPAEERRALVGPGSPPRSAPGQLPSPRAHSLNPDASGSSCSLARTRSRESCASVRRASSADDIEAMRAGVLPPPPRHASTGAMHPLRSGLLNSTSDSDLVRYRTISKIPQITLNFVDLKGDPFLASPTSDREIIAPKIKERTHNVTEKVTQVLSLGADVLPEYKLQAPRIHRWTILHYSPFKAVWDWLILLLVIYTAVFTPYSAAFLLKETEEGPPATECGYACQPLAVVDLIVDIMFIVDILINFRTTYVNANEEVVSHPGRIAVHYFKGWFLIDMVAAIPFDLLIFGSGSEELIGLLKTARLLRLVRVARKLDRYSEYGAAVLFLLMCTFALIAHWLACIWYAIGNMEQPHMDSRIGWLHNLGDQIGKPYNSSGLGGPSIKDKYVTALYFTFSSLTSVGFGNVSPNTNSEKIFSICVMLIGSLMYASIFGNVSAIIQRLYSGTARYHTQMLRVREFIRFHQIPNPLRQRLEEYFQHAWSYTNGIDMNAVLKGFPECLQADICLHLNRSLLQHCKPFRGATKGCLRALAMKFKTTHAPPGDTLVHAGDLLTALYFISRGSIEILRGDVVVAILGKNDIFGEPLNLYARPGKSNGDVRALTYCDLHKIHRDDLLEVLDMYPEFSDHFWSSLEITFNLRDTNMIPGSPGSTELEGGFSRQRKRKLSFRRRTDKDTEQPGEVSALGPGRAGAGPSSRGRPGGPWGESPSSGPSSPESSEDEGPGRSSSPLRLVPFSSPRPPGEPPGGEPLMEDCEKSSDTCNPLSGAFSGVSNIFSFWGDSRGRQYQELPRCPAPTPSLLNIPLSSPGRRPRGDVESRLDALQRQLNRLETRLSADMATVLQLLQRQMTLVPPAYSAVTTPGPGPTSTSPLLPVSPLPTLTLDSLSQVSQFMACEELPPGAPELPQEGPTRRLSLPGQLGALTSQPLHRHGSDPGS
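U2OS cells transduced with wild-type KCNH2 virus are loaded with FluxOr dye for 45 min, and thallium flux is measured in kinetic reads before and after stimulation buffer. Rate constants are normalized to DMSO controls.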
A-T KAP1 phos – potential ataxia-telangiectasia treatments restoring KAP-1 phosphorylation; […] A-T fibroblasts, KAP-1 phosphorylation AlphaLISA; neocarzinostatin DNA damage 30 min before lysis; Potency, µM (titrated, usually from 57.5 µM), inactives show at the highest dose activation, hits mostly activators; actives 0.19% (n = 320,000); also: potency is read from the fitted curve at half-maximal effect; % of control where 0% means no effect; nearly all actives have a fitted effect of over 45% in size
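hTERT-immortalized A-T patient fibroblasts ([…]), 500 cells/well in OPTI-MEM, 1% FBS, got compounds for 60 min, then NCS for 30 min at 37C. Lysates were then assayed for phospho-KAP-1 by AlphaLISA (anti-pKAP1 donor, anti-KAP1 acceptor beads), 6 hr at 25C.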
* hit, by the source's call; i = inactive; ? = inconclusive; / = no result given; [ ] = remark or other dose. Unless noted, calls follow the shape of the dose curve; as a rule, active = well fitted curve in the direction sought with a large enough effect; inconclusive = small, poorly fitted or top-dose-only effect, or another doubt; inactive = no such curve, though single readings can be large; an effect the other way counts as inactive or inconclusive.

SMILES	BCR signal inh	Giardia killer	Tb PFK inh	MLL CXXC-DNA inh	TSHR antagonist	Coupling enz	GALK inhibitor	TCR activator	KCNH2 WT inh	A-T KAP1 phos
CN(C)c1cccc(N(C)C)c1CNC(=O)NC(=O)c1c(F)cccc1F	?	18	-4%	22%	7	/	4%	4%	8	2%
O=C(CNC(=O)c1ccco1)OCN1C(=O)c2ccccc2C1=O	5%	1	0%	1%	-6	0	-1%	1%	-2	0%
O=C(c1cnc2sccn2c1=O)N1CCc2ccccc2C1	-1%	-8	1%	1%	/	-16	2%	-1%	-13	-12%
COc1cc2c(cc1NC(=O)CSc1ccccc1)oc1ccccc12	24%	5	-4%	-1%	-10	-4	0%	-6%[46.1 µM]	-10	2%
COc1ccc(S(=O)(=O)N2CCCOC2CNC(=O)C(=O)NCc2cccnc2)cc1 (stereo not drawn)	2%	-6	-4%	6%	-16	/	3%	8%	-2	-7%
CCCCCn1c(=O)[nH]c2cc(C(=O)NCCN3CCCCC3C)ccc2c1=O (stereo not drawn)	14%	3	0%	7%	-3	-1	-1%	1%	13	-3%
CSCCC(=O)Nc1cc(S(=O)(=O)N2CCOCC2)ccc1N1CCN(C)CC1	3%	-2	-1%	-2%	-2	0	0%	-7%	14	-1%
CNC(=S)NCCc1cc2c(OC)ccc(OC)c2[nH]c1=O	-19%	9	-3%	7%	-12	-5	-1%	10%	/	-1%
CCc1sc(C(=O)Nc2ccc(OC)c(S(=O)(=O)N3CCOCC3)c2)cc1C	-7%	-6	3%	/	/	/	/	7%	-4	7%
Nc1c(C(=O)NCc2ccco2)c2nc3ccccc3nc2n1CCc1ccccc1	?	11	6%	-3%	-4	-34*	/	0%[46.1 µM]	/	9%
CNC(=O)c1[nH]cnc1C(=O)N[C@@H](CC(C)C)C(=O)OCc1ccccc1	0%	1	-3%	-12%	-8	-2	-3%	14%	-4	-6%
Cn1c(NCc2cccs2)nc2ccccc21	-14%	5	-8%	3%	1	-1	-1%	0%	-3	1%

Overlap with the part before: two entries, then new ones.
SMILES	BCR signal inh	Giardia killer	Tb PFK inh	MLL CXXC-DNA inh	TSHR antagonist	Coupling enz	GALK inhibitor	TCR activator	KCNH2 WT inh	A-T KAP1 phos
CNC(=O)c1[nH]cnc1C(=O)N[C@@H](CC(C)C)C(=O)OCc1ccccc1	0%	1	-3%	-12%	-8	-2	-3%	14%	-4	-6%
Cn1c(NCc2cccs2)nc2ccccc21	-14%	5	-8%	3%	1	-1	-1%	0%	-3	1%
CCCC(=O)Nc1ccc2nc(SCC(=O)Nc3nccs3)sc2c1	9%	-4	-2%	13%	2	0	1%	1%	-10	4%
CCOc1ccccc1NC(=O)C(C)N1C(=O)c2ccccc2S1(=O)=O (stereo not drawn)	1%	8	-4%	/	7	/	/	1%	-13	8%
COC(=O)c1cc(NC(=O)CN2CCc3cc4c(cc3C2)OCCCO4)cc(C(=O)OC)c1	-4%	-23	-1%	15%	-12	-2	/	10%	1	-8%
COc1ccccc1C(C#N)N1N=C(C)CC1(C)C (stereo not drawn)	1%	-24	0%	-5%	-2	0	1%	-1%	i	5%
O=C(O/N=C1\CCCc2ccccc21)c1ccc(F)cc1	3%	56[activator]	-12%	1%	5	1	1%	-4%	-6	-2%
O=C(COC(=O)Cc1ccc(S(=O)(=O)N2CCOCC2)s1)Nc1ccc([N+](=O)[O-])cc1	?	17	1%	/	-11	/	/	/	-1	9%
CC(=O)N1CCN(c2ccccc2NC(=O)COc2ccc(Cl)cc2Cl)CC1	0%	2	-6%	-3%	/	-2	1%	5%	2	4%
Cc1ccc(CNC(=O)C2CN(S(C)(=O)=O)c3cc(Cl)ccc3O2)cc1 (stereo not drawn)	1%	8	-7%	4%	-8	0	-1%	2%	3	2%
N#CC1=C(SCc2ccccc2)NC2=C(C(=O)CCC2)C1c1ccc2c(c1)OCO2 (stereo not drawn)	?	-6	4%	7%	3	3	-1%	-8%	7	-3%
O=C(c1ccccc1)N1CCn2c(nc3ccccc32)C1	2%	4	2%	2%	10	10	9%	-2%	4	-9%
O=C(/C=C/c1ccc([N+](=O)[O-])cc1)NCc1cccs1	?	-6	?	2%	-6	-5	0%	2%[46.1 µM]	-13	-7%
O=C(CSCc1c(F)cccc1Cl)Nc1ccccc1C(=O)N1CCOCC1	?	5	0%	6%	21	1	2%	-1%	-15	2%
O=C(NCc1ccco1)/C(=C\C=C\c1ccccc1)NC(=O)c1ccccc1Br	2%	-5	-4%	1%	11	-1	0%	10%	7	11%
COCCN(CCOC)S(=O)(=O)c1ccc(NC(=O)c2cnccn2)cc1	-1%	10	0%	19%	51	1	-4%	2%	6	9%
COc1cccc(C(=O)Nc2nc(-c3ccc4c(c3)OCO4)cs2)c1	?	0	-4%	2%	-24	-4	-3%	0%	-23	16%
CCOC(=O)c1ccccc1NC(=O)COC(=O)Cc1ccccc1F	-11%	6	6%	/	-9	/	/	7%	13	22%
CCOC(=O)Cn1c(=O)c2c(nc3n2CCN3c2ccc(C)cc2)n(C)c1=O	8%	/	0%	16%	-3	3	0%	/	/	2%
CN(C)C(=O)CNC(=O)C1CCCCC1	-3%	-12	-1%	10%	-4	3	-1%	-3%	-11	-12%
Cc1ccc(NC(=O)c2cc(NC(=O)C3CC=CCC3C(=O)O)ccc2N2CCOCC2)cc1 (stereo not drawn)	2%	0	3%	1%	6	4	7%	0%	6	8%
COC(=O)c1cc(C(=O)OCC(=O)NNC(=O)c2cccs2)cc([N+](=O)[O-])c1	1%	-13	0%	/	-2	/	/	-2%	-3	1%
CCOc1cc(C2NC(=O)NC(c3ccccc3)=C2C(C)=O)ccc1OC(C)=O (stereo not drawn)	-2%	-14	2%	18%	9	7	-1%	0%	8	5%
COc1cccc(-n2nc(-c3ccnn3-c3cccc(Cl)c3)c(=O)n(C)c2=O)c1	9%	?	2%	-2%	-1	0	3%	-2%	0	-8%
CCOc1cccc(C(=O)N2CCCCC2c2cccnc2)c1 (stereo not drawn)	2%	-16	0%	-2%	16	4	0%	/	-1	5%
Cc1c(Cl)c(-c2n[nH]c(=S)n2-c2ccccc2)nn1C	11%	-8	0%	-6%	20	1	-2%	-12%[46.1 µM]	4	-7%
COc1ccc(OC)c2c1sc(=NC(=O)C(C)C)n2C	?	17	3%	16%	-21	0	2%	-5%	6	9%
Cc1cc(/C=C(\C#N)C(=O)O)c(C)n1C1CC1	4%	-3	0%	-4%	1	4	1%	-4%[46.1 µM]	13	9%
O=c1cc(O)c(-c2cccc(Cl)c2)c(Cl)[nH]1	?	-5	-7%	-3%	4	6	0%	4%	-1	-2%
CCOC(=O)Nc1c(Cl)n(C)c(=O)n(C)c1=O	9%	0	-2%	?	-7	1	-1%	2%	1	0%
CC(=O)Cc1nsc(NC(=O)c2ccc(-c3cccc(C(F)(F)F)c3)o2)n1	10%	-3	-1%	5%	-8	3	-2%	1%	-17	-2%
COc1ccc(NC(=O)c2cc3nc(-c4ccccc4)cc(-c4ccccc4)n3n2)c(OC)c1	3%	12	-1%	2%	3	-1	3%	-2%	-11	/
CC(=O)N1CCCc2cc(S(=O)(=O)Nc3ccc4c(c3)OCO4)ccc21	-3%	13	0%	-7%	1	2	1%	4%	4	-7%
CSc1ccc(/C=N/n2c(C)nnc2C)cc1	0%	9	2%	12%	-2	2	9%	4%	-1	1%
CN(C)S(=O)(=O)c1cccc(NC(=S)Nc2cc(Cl)cc(Cl)c2)c1	0%	-11	-20%	-8%	-10	0	0%	1%	-2	2%
CCOC(=O)C1(CC2CCCCO2)CCN(C(=O)Nc2ccccc2)CC1 (stereo not drawn)	-4%	-13	-7%	-2%	32	1	1%	-3%	10	34%
O=C(NCC(c1ccco1)N1CCc2ccccc21)C(=O)Nc1ccc(F)cc1F (stereo not drawn)	9.2µM*	2	9%	/	-2	/	/	2%	-3	-2%
CCCCCNC(=O)CC1Nc2c3ccccc3nc(=S)n2C1=O (stereo not drawn)	13%	-22	-6%	-3%	12	1	-1%	-2%	-3	14%
CN(C)CCN(C(=O)C1=COCCO1)c1nc2ccc(Cl)cc2s1	2%	23	-20%	32%[activator]	20	-3	5%	-4%	43	4%
Cn1c(=O)c2c(ncn2CC(=O)N/N=C/c2c[nH]c3ccccc23)n(C)c1=O	0%	/	4%	2%	21	3	2%	/	/	?
CN1CCN(c2cc(C(F)(F)F)nc(-c3ccccn3)n2)CC1	7%	12	2%	5%	13	3	-3%	/	2	5%
Cc1occc1C(=O)n1cnc2ccccc21	-5%	/	-9%	-9%	26	-3	-2%	/	/	11%
CCc1ccc(NC(=O)CCn2ccnc2C)cc1	?	-4	-4%	-8%	17	-3	2%	-1%	8	/
CN(C)CC(CCCCC(CN(C)C)C(=O)c1ccccc1)C(=O)c1ccccc1 (stereo not drawn)	?	-27	0%	3%	1	0	-4%	-5%	13	4%

Screening data from PubChem.
